CHRM4 PAM: positive allosteric modulators of human muscarinic M4 receptor. P08173. actives 0.4% (n = 360,000). activation, % at 3 µM. CHO-K1 hM4/Gqi5, Fluo-8 calcium fluorescence, ACh EC20; 0% = ACh EC20, 100% = maximal ACh. AID 624126;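 active = activation above its plate's cutoff, the mean activation of sample wells plus 3 SD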; note: some results filed as inactive read as strong as hits
Target sequence (P08173 whole entry, looked up): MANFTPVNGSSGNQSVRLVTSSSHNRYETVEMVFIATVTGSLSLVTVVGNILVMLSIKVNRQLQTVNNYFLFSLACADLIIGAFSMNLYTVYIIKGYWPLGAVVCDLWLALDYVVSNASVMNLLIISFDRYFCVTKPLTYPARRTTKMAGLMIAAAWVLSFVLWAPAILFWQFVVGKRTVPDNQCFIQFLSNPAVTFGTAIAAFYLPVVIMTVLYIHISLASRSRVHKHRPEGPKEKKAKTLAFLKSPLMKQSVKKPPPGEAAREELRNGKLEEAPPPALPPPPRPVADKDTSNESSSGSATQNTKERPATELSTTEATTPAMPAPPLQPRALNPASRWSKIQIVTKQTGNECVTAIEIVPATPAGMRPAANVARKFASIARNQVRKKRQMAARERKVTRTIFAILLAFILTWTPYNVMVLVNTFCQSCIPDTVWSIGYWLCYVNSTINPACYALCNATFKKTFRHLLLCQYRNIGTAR
CHRM4 antagonist: antagonists of human muscarinic M4 receptor (CHRM4). CHO-hM4 cells, ACh EC80, Fluo-8 calcium fluorescence. AID 624125. actives 0.73% (n = 360,000). P08173. inhibition, % at 3 µM;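 active = inhibition above its plate's cutoff, the mean inhibition of sample wells plus 3 SD, cut at about 27% in these data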;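 note: 0% = acetylcholine EC80 with DMSO and 100% = DMSO without agonist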
M1 PAM parental: nonselective activator or artifact in parental CHO-K1 calcium assay; ATP EC20, Fluo-8 calcium fluorescence; 0% at ATP EC20, 100% at ATP max; activation, % at 3 µM; actives 0.02% (n = 360,000);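 active = activation above the run cutoff, the mean activation of all test compounds plus 3 SD, cut at about 40% in these data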;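 note: peak over basal fluorescence ratio in a 140 s read after ATP addition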
CHRM4 agonist: CHRM4 agonism in calcium assay. activation, % at 3 µM. AID 624127. CHO-K1 hM4/Gqi5, Fluo-8 calcium fluorescence; vehicle 0%, full acetylcholine response 100%. actives 0.14% (n = 360,000). P08173;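 active = activation above the run mean over all test wells plus 3 SD, cut at about 32% in these data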;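 note: peak over basal fluorescence ratio per well then scaled between controls; 0% = DMSO wells and 100% = acetylcholine at EC100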
M5 ag: CHRM5 agonism in calcium assay; P08912; AID 624037; CHO-K1 hM5 cells, Fluo-8 calcium fluorescence; 0% DMSO wells, 100% maximal acetylcholine response; activation, % at 3 µM; actives 0.19% (n = 360,000);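 active = activation above the run's mean over test compounds plus 3 SD, cut at about 23% in these data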;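 note: signal is peak over basal fluorescence ratio across the kinetic read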
Target sequence (P08912 whole entry, looked up): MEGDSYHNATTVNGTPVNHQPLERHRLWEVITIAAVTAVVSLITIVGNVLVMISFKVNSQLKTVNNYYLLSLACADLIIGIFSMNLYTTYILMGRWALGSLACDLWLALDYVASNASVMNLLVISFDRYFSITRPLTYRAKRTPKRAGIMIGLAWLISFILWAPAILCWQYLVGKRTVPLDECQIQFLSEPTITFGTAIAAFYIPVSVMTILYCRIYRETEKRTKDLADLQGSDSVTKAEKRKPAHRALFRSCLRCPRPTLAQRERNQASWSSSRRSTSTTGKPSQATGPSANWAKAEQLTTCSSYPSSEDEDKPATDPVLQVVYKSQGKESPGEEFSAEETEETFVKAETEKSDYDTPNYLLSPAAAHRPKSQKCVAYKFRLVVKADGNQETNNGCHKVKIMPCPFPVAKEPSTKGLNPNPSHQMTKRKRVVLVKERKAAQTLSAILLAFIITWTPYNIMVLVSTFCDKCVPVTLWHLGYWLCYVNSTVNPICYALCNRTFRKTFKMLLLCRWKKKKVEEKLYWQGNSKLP
CHO-K1 Ca ag: nonselective activator or artifact in parental CHO-K1 cells | Fluo-8 calcium fluorescence; scaled to maximal ATP response, vehicle zero | activation, % at 3 µM | actives 0.48% (n = 360,000) | AID 602248; in the data active = activation above about 15%;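 note: untransfected CHO-K1 host cells lacking M1 receptor as counterscreen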
CHO-K1 Ca antag: counter-screen for M1 antagonists: effect in parental CHO-K1 cells. inhibition, % at 3 µM. actives 0.6% (n = 360,000). ATP-induced calcium, Fluo-8 fluorescence. AID 602250;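 active = inhibition above a per-plate cutoff, the plate's mean sample inhibition plus 3 SD, cut at about 24% in these data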;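 note: 0% = DMSO plus EC80 ATP and 100% = DMSO alone without ATP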
M5 PAM: potentiates acetylcholine response at human M5 receptor; P08912; CHO-K1 hM5, Fluo-8 calcium, ACh EC20 PAM; 0% = ACh EC20, 100% = ACh EC100; activation, % at 3 µM; actives 0.3% (n = 360,000);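 active = activation above the run cutoff, the mean activation of all test compounds plus 3 SD, cut at about 18% in these data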
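System: CHO-K1 hM5 cells. Reagent: acetylcholine, EC20 level. Compound dosing: single dose, 3 µM nominal final test concentration. Timing: Post-acetylcholine fluorescence recording 140 s. Detection: Fluo-8 calcium fluorescence. Read-out: % activation, ACh-normalized. Benchmarks: ACh EC20 and EC100 wells. Repeats: singlicate, one well per test compound.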
CHRM5 antagonist: CHRM5 antagonism in calcium assay | actives 0.59% (n = 360,000) | inhibition, % at 3 µM | CHO-hM5 cells, Fluo-8 calcium fluorescence, ACh EC80 | P08912;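 active = inhibition above a per-plate cutoff, the mean of that plate's test compounds plus 3 SD, cut at about 27% in these data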;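 note: 0% = acetylcholine EC80 with DMSO and 100% = DMSO without agonist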
Starred values were filed as active, the others as inactive.

The line under a structure holds: CHRM5 antagonist, CHRM4 agonist, CHRM4 PAM, CHRM4 antagonist, M5 PAM, CHO-K1 Ca antag, M5 ag, M1 PAM parental, CHO-K1 Ca ag
> CC(O)CNc1nc2c(c(=O)n(Cc3ccc(Cl)cc3)c(=O)n2C)n1C (centres undefined)
 : 4, 3, -2, -3, 2, 7, 3, -17, 1.7
> COc1ccccc1CNC(=O)CN1C(=O)NC2(CCOc3ccccc32)C1=O (centres undefined)
 : 5, 0, -3, 0, 5, -2, -2, 0, -0.3
> COc1cccc(Oc2ccc(S(=O)(=O)N3CCCC3)cc2[N+](=O)[O-])c1
 : 8, 4, -7, 1, -4, -8, -7, -1, -0.3
> CCN(C(=O)CN1CCCCCC1)c1c(N)n(Cc2ccccc2)c(=O)[nH]c1=O
 : -6, 1, 3, -29, 0, -2, 0, 3, -0.8
> COc1cccc(/C=N/NC(=O)CCn2cnc3ccccc32)c1
 : 8, 1, 0, -3, -1, -7, 0, 12, 1.0
> Cc1ccc(N2CC(C(=O)N3CCC(C(=O)Nc4nnc(C(C)C)s4)CC3)CC2=O)cc1 (centres undefined)
 : 7, -1, -8, 6, -1, -4, -3, 1, -0.1
> CC1CC(C)CN(C(=O)CN2C(=O)NC3(CCCCCCC3)C2=O)C1 (centres undefined)
 : -4, 1, 2, -5, 6, -19, 6, 1, 0.8
> CCOC(=O)c1ccccc1NC(=O)COc1ccccc1
 : 4, -2, -9, -4, -18, -8, -9, -1, 0.0
> CCO/C(=C/c1sc2ccc(OC)cc2[n+]1CCCS(=O)(=O)[O-])CC
 : 1, 0, 3, 4, 1, 1, -2, 7, 0.4
> C[C@]12c3[nH]c4ccc(Cl)cc4c3CCN1C(=O)[C@@H](CC(=O)NCCc1ccccn1)C[C@@H]2C(=O)N1CCOCC1
 : -6, -1, 1, -2, 2, -6, -3, 15, 0.6
> COc1ccc(S(=O)(=O)N2CCCCCC2)cc1C(=O)OCC(=O)NC(N)=O
 : -18, 4, 17, -18, -1, -24, -3, 24, 1.6
> Cc1nn(-c2ccccc2)c2sc(C(=O)N3CCCCC3)cc12
 : 6, 1, -6, -1, -4, 0, -4, 0, 0.3
> CCOC(=O)N1CCc2c(sc(NC(=O)C3=COCCO3)c2C(N)=O)C1
 : 5, 0, -4, 1, -4, 0, 0, -4, -0.2
> Cc1ccc(S(=O)(=O)N(C)C)cc1-n1c(SCC(=O)N(C)C)nc2ccccc2c1=O
 : 0, 1, 5, -10, 2, -15, 1, 20, 0.6
> CCCC1(CCC)NC(=O)N(CC(=O)Nc2ccccc2OC)C1=O
 : 0, 1, 1, -1, -3, -10, 1, 16, 0.6
> CC(C)(C)OC(=O)NCCCCCc1nnc(SCc2c(F)cccc2Cl)o1
 : 9, 5, -9, 4, -1, -12, -2, 17, 6.3
> COC(=O)c1cccc(NC(=O)NC2CCCN2S(=O)(=O)c2ccc(Cl)cc2)c1 (centres undefined)
 : -4, 11, 2, -22, 3, -9, 0, 20, 3.2
> COc1ccc(CN(C(=O)c2snc(C(N)=O)c2N)C(C)C(=O)NCc2ccc(F)cc2)cc1 (centres undefined)
 : -4, 9, -1, -22, -9, -12, 3, 6, 2.6
> COc1ccc(OC)c(NC(=O)CN2CCC(NC(=O)c3ccccc3C)CC2)c1
 : 13, 1, -1, -4, -1, -8, -1, 11, 2.7
> C=CCn1c(Cc2cccs2)nnc1SC/C=C/c1ccccc1
 : 0, 3, 4, 3, -6, -37, -3, 24, 2.2

3 structures from above, arranged by count of non-hydrogen atoms, rising.
The line under a structure holds: CHRM5 antagonist, CHRM4 agonist, CHRM4 PAM, CHRM4 antagonist, M5 PAM, CHO-K1 Ca antag, M5 ag, M1 PAM parental, CHO-K1 Ca ag
> CCO/C(=C/c1sc2ccc(OC)cc2[n+]1CCCS(=O)(=O)[O-])CC
 : 1, 0, 3, 4, 1, 1, -2, 7, 0.4
> CCOC(=O)N1CCc2c(sc(NC(=O)C3=COCCO3)c2C(N)=O)C1
 : 5, 0, -4, 1, -4, 0, 0, -4, -0.2
> COc1ccc(S(=O)(=O)N2CCCCCC2)cc1C(=O)OCC(=O)NC(N)=O
 : -18, 4, 17, -18, -1, -24, -3, 24, 1.6

Next records.
The line under a structure holds: CHRM5 antagonist, CHRM4 agonist, CHRM4 PAM, CHRM4 antagonist, M5 PAM, CHO-K1 Ca antag, M5 ag, M1 PAM parental, CHO-K1 Ca ag
> Cc1ccc(S(=O)(=O)N2CCN(C(=O)c3cccs3)CC2)cc1C
 : -3, 1, 4, -1, -6, -6, -4, 18, 1.3
> CC(=O)c1ccc2c(c1)CC(C)C(=O)N2C (centres undefined)
 : 6, 1, -7, 12, -4, -7, 1, 0, 0.1
> CCOC(=O)c1nn(-c2ccccc2)c(=O)c2c(N)scc12
 : 5, 1, 0, 0, -2, -2, 1, 19, 0.9
> CC1OC(Oc2ccc3ccc(=O)oc3c2-c2c(O)ccc3cc(Oc4ccc5ccc(=O)oc5c4)c(=O)oc23)C(O)C(O)C1O (centres undefined)
 : 1, 0, 1, 3, 5, -8, 5, 12, 0.3
> COc1cccc(NC(=O)c2ccc3c(c2)N(C)CCS3)c1
 : 1, 3, 0, -15, -4, 1, -4, 15, 0.1
> O=C(O)c1ccc(N/N=C/c2ccc(C(F)(F)F)cc2)cc1
 : 1, 1, -2, -7, 10, -8, 7, 9, 0.7
> O=c1cc(-c2ccccc2Cl)oc2c([N+](=O)[O-])c(O)cc(O)c12
 : 10, 2, 4, -5, -3, -13, 5, 16, 1.7
> Cc1cc[n+]2n1CC(O)C2 (centres undefined)
 : 9, 1, 10, 8, -5, -6, -1, -9, 0.2
> Nc1ccc2oc(-c3ccccc3Cl)cc(=O)c2c1O
 : 10, 0, 7, -10, -7, -22, -12, 24, -0.5
> CCOC(=O)COc1c(Cl)cc(/C=C2\N=C(C)OC2=O)cc1OC
 : -4, 1, 2, 2, 8, 14, 2, -20, -0.4
> CCOc1ccc2nc(NC(=O)Cc3cccs3)sc2c1
 : 9, 1, 2, -7, -2, 5, 2, -5, 2.1
> O=C(Cc1c[nH]c2ccccc12)OCC(=O)c1ccccc1
 : -5, 1, -3, 10, -2, 12, 1, -7, -0.3
> CCCCn1nc(C(=O)N2CCc3ccccc32)c2ccccc2c1=O
 : 1, -4, 8, 0, -2, 6, -6, -2, -0.3
> O=C(COc1ccc(Cl)cc1)N(Cc1ccccc1)c1nc(-c2ccccc2)cs1
 : 1, 1, 4, -6, 1, 2, -1, 12, 0.6
> NC(=O)c1ncn([C@@H]2O[C@H](CNCc3cccc4c3sc3ccccc34)[C@@H](O)[C@H]2O)n1
 : 7, 1, 8, -17, -3, -3, 0, 25, 1.2
> COc1ccc(-c2noc(CCC(=O)NCCN(C)Cc3ccccc3)n2)cc1
 : 5, 3, -3, 0, -2, -5, -1, 14, 1.8
> CN(Cc1cccc(Cl)c1)C(=O)C1CCC(=O)N(C2CC2)C1 (centres undefined)
 : 4, -1, 1, -13, -4, -20, -4, -4, 0.2
> CCCCCCC(C)NC(=S)Nc1cc(S(=O)(=O)N(C)C)ccc1C (centres undefined)
 : 19, 12, -41, 25, -19, 0, 0, 10, 9.7
> CCCNC(=O)CSc1nc(-c2cccs2)cc(C(F)(F)F)n1
 : 0, 1, 0, -13, 2, -8, 0, 22, 0.2
> CCn1c(COc2ccccc2C)nnc1SCC(=O)Nc1cc(C)on1
 : -9, 0, 0, -11, -2, -18, 1, 12, -0.1
> COc1ccc(/C=C(\NC(=O)c2ccc(C)cc2)C(=O)NCCCn2ccnc2)cc1OC
 : 1, 0, 3, 5, 0, 10, 0, 1, -0.1
> CCCC(C(=O)NNC(=O)c1cc(C)oc1C)c1ccccc1 (centres undefined)
 : 20, 0, 1, 3, -10, 4, 0, -10, -0.1
> Cc1ccsc1C1C(C(=O)O)c2ccccc2C(=O)N1C (centres undefined)
 : 11, 0, -2, 2, -12, -16, -3, 11, 0.2
> CCC(=O)NCCCCNC(=O)CC
 : 0, 1, 5, -4, -6, 18, 4, -5, -0.4
> C[C@@H]1CCCCO[C@H](CN(C)Cc2ccc(Cl)c(Cl)c2)[C@H](C)CN([C@@H](C)CO)C(=O)c2cc(NC(=O)Nc3ccc(F)cc3)ccc2O1
 : 0, 2, 11, -14, 2, -6, 2, 18, 0.4
> COc1ccc(N(CC(=O)NC2CCCC2)C(=O)Cn2nnc(-c3ccc(OC)c(OC)c3)n2)c(OC)c1
 : 3, 1, -2, -4, 0, 1, -2, -13, 0.6
> Cc1ccc(-c2noc(CCC(=O)NCCN3CCc4ccccc4C3)n2)cc1
 : -18, 1, 11, 2, 0, -5, 0, 6, 0.8
> COc1ccc(-c2nn(-c3ccccc3)cc2/C=C2/SC(=S)N(CCC(=O)O)C2=O)c(C)c1
 : 4, 0, -4, -4, -1, -1, -2, 19, -0.8
> FC(F)(F)c1ccc(-c2csc(-c3ccno3)n2)cc1
 : 0, -2, -3, -6, 4, 0, -7, 13, 0.4
> CCOC(=O)c1cc(-c2ccccc2)sc1NC(=O)CCN1C(=O)c2ccccc2C1=O
 : -4, 1, -3, 12, 9, -7, -1, 28, 1.2
> O=C(c1ccco1)N1CCc2[nH]nc(-c3ccc(Cl)cc3)c2C1
 : 6, 4, -3, -15, -6, 2, 2, -4, 2.3
> O=C1CCC(O)CCN1CCSc1ccccc1 (centres undefined)
 : 11, 1, -4, 6, -3, 3, 5, -6, 0.0
> CCOc1ccccc1C(=O)Nc1ccccc1C(N)=O
 : -2, 1, -1, 1, -2, 2, 2, -13, 0.7
> Cc1ccc(NC(=O)CSc2nnnn2C)cc1S(=O)(=O)N1CCCCC1
 : -4, 4, 1, -10, -1, 2, 3, 13, 4.1
> CN(C(=O)C1CCOC1)c1nnc(-c2ccccn2)s1 (centres undefined)
 : -5, 1, 6, -9, 3, 2, -4, 5, 0.1
> Nc1c(N(CCC2=CCCCC2)C(=O)Cc2ccccc2F)c(=O)[nH]c(=O)n1Cc1ccccc1
 : 11, 9, 3, -1, -6, -7, 16, 5, 5.2
> Cc1cn([C@H](C(=O)NCCCCCCCCCCC(=O)N2CCNCC2)[C@@H](C)O)nn1
 : 3, 1, 22, 4, -2, -6, -4, 13, -0.6
> O=C(c1ccc(COc2ccccc2Br)o1)N1N=C(C(F)F)CC1(O)C(F)F (centres undefined)
 : 14, 2, -15, 16, -19, -2, -7, 10, 0.3
> CC(=O)NCCc1ccc(C(=O)Cn2cnc3ccccc3c2=O)cc1
 : 2, 0, -1, 6, 4, -1, 1, 19, 5.1
> COC(=O)c1cc(C(=O)OC)n(Cc2ccc(Br)cc2)n1
 : 7, -3, -4, 10, -3, -20, -1, 12, 0.0
> COc1ccccc1N=c1sc2ccccc2n1C
 : 5, 3, -5, 7, -5, -22, -2, 18, 0.6

High-throughput results as filed in PubChem BioAssay.
